High-throughput results deposited in PubChem BioAssay by National Center for Advancing Translational Sciences (NCATS).
Menin MLL FP TR = qHTS Assay for Inhibitors Targeting the Menin-MLL Interaction in MLL Related Leukemias: Competition With Texas Red Labeled MLL-derived Mutant Peptide. Menin + Texas Red MLL mutant peptide, fluorescence polarization. Potency, µM (doses to about 61.6 µM), inactives show top-dose FP activity change, negative = inhibition, usual class: inhibitors. hit rate 0.23% among 270,000; active means well fitted inhibition curve with a large enough effect in the polarisation, with a control signal flat, not every such curve was filed as active; inconclusive means small, poorly fitted or top-dose-only effect, or effect the other way, or a change in a side signal; inactive means no such curve, though single readings can be large or run the other way; the % refers to the polarisation; further: potency means the concentration at half of the fitted maximal effect; % of control where 0% means no effect; many of its hits are not listed in these tables
PKM2 activator = qHTS Assay for Activators of Human Muscle isoform 2 Pyruvate Kinase | Pyruvate kinase PKM (Homo sapiens), P14618 | purified PKM2, Kinase-Glo ATP luminescence, activation; response scale: 0% is enzyme alone, no compound | Potency, µM (series often up to 57.5 µM), for the others: top-dose activation, usual class: activators | hit rate 0.34% among 260,000; further: potency means the concentration at half of the fitted maximal effect; on the % scale 0 is the no-effect control and ±100 the full control effect; nearly all actives have a fitted effect of over 55% in size
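ATP formation by purified human PK-M2, quantified via coupled luciferase luminescence after 1 h at room temperature with 0.1 mM ADP and 0.5 mM PEP final.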
NPC1 prom act = qHTS Assay for NPC1 Promoter Activators. Huh7 NPC1 promoter luciferase reporter, 24 h. Potency, µM (series often up to 9.22 µM), inactives show top-dose activation, usual class: activators. AID 485313, 2010. hit rate 2.4% among 320,000;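 further: potency means the concentration at half of the fitted maximal effect; % of control where 0% means no effect; nearly all actives have a fitted effect of over 60% in size; reporter is driven by a mutant NPC1 promoter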
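Huh7 cells stably carrying NPC1 promoter–luciferase, plated in Opti-MEM with 10% FBS for 2 h, were exposed to compound in DMSO for 24 h at 37 °C; luciferase reagent was added for 10 min and luminescence read.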
Rab9 promoter act = qHTS Assay for Rab9 Promoter Activators. AID 485297, 2010. Potency, µM (doses to about 9.22 µM), for inactives: at the highest dose activation, negative = inhibition, most hits filed as activators. hit rate 2.8% among 320,000. Huh7 Rab9 promoter-luciferase reporter, luminescence, 24 h; further: potency means the concentration at half of the fitted maximal effect; % of control where 0% means no effect; nearly all actives have a fitted effect of over 60% in size
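Quantitative HTS format; Huh7 Rab9-luciferase reporter cells (1500/well) receive compound 2 h post-plating, incubate 24 h at 37 °C, then get luciferase reagent for 10 min before luminescence reading.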
ELG1 DNA repair = qHTS screen for small molecules that inhibit ELG1-dependent DNA repair in human embryonic kidney (HEK293T) cells expressing luciferase-tagged ELG1. HEK293T ELG1-luciferase reporter, luminescence, 16 h; DNA damage induced by 5-fluorouridine. Potency, µM (highest dose often 46.1 µM), without a hit: top-dose activity change, negative = inhibition, actives largely listed as inhibitors. hit rate 2.3% among 330,000; further: potency means the concentration at half of the fitted maximal effect; on the % scale 0 is the no-effect control and ±100 the full control effect; nearly all actives have a fitted effect of over 55% in size
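Cells (2,000 per well) received 5-fluorouridine plus test compound or DMSO and were incubated 16 hr at 37 °C, 5% CO2. Luciferase activity was read by luminescence 30 min after ONE-Glo addition; signal suppression marked inhibition of damage-induced ELG1 function.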
RORgamma inh = qHTS for inhibitors of ROR gamma transcriptional activity; hit rate 5.4% among 310,000; Potency, µM (highest dose often 53.6 µM), inactives show at the top dose activity change, negative = inhibition, hits mostly inhibitors; AID 2551, 2010; Nuclear receptor ROR-gamma (Mus musculus), P51450; Drosophila S2 Gal4-RORgamma UAS-luciferase reporter, 20 h; further: potency means the concentration at half of the fitted maximal effect; on the % scale 0 is the no-effect control and ±100 the full control effect; nearly all actives have a fitted effect of over 60% in size
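ROR gamma transcriptional activity was tracked as Gal4-UAS luciferase output in stably transfected Drosophila Schneider cells, with compound added 1 hr before 700 uM copper sulfate induction and a 20 hr ambient-temperature incubation.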
KCNH2 3.1 inh = qHTS for Inhibitors of KCHN2 3.1: Mutant qHTS; hit rate 0.95% among 340,000; AID 720553, 2013; Potassium voltage-gated channel subfamily H member 2, brain isoform KCNH2 3.1 (human); activity change, % (tested at about 1.8 µM); U2OS KCNH2 3.1, thallium flux FluxOr; hits give low values;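 active means maximum activity change below -70%; inconclusive means maximum activity change from -70% to -50%; inactive means maximum activity change above -50%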;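 further: thallium influx rate constant from kinetic fluorescence after stimulation buffer; on the % scale 0 is the no-effect control and ±100 the full control effect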
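Virally transduced U2OS (3.1 isoform, 4 h infection in dark at RT) → overnight 37 C → FluxOr + Red40 in HBSS/HEPES, 45 min → stimulation buffer, 2 min kinetic read → rate constant vs DMSO controls.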
Mito fusion act = qHTS Assay for Small Molecule Inhibitors of Mitochondrial Division or Activators of Mitochondrial Fusion. Potency, µM (series often up to 46.1 µM), inactives show at the highest dose growth rescue (activation), actives largely listed as activators. AID 485298, 2010. hit rate 0.23% among 320,000. S. cerevisiae fusion-defective mutant growth rescue, CellTiterGlo 48 h;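 further: potency means the concentration at half of the fitted maximal effect; % of control where 0% means no effect; nearly all actives have a fitted effect of over 45% in size; temperature-sensitive fusion mutants such as fzo1-1 at 37 °C on non-fermentable ethanol glycerol medium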
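Read-out: ATP-based luminescence (CellTiterGlo, 10 min ambient) reporting growth of fusion-defective ts yeast after 48 hours at 37C on glycerol/ethanol YPEG medium in the presence of compound.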
FLuc modulator = qHTS profiling assay for firefly luciferase inhibitor/activator using purifed enzyme and Km concentrations of substrates (counterscreen for miR-21 project) | Luciferin 4-monooxygenase (Photinus pyralis), P08659 | purified FLuc, Km substrates, luminescence inhibition | Potency, µM (highest dose often 57.5 µM), for inactives: at the top dose activity change, negative = inhibition, most hits filed as inhibitors | hit rate 6.9% among 360,000 | AID 588342, 2011;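 further: potency means the concentration at half of the fitted maximal effect; plate controls were vehicle for no effect and reference inhibitor for full effect; nearly all actives have a fitted effect of over 55% in size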
Target sequence (P08659 whole entry, looked up): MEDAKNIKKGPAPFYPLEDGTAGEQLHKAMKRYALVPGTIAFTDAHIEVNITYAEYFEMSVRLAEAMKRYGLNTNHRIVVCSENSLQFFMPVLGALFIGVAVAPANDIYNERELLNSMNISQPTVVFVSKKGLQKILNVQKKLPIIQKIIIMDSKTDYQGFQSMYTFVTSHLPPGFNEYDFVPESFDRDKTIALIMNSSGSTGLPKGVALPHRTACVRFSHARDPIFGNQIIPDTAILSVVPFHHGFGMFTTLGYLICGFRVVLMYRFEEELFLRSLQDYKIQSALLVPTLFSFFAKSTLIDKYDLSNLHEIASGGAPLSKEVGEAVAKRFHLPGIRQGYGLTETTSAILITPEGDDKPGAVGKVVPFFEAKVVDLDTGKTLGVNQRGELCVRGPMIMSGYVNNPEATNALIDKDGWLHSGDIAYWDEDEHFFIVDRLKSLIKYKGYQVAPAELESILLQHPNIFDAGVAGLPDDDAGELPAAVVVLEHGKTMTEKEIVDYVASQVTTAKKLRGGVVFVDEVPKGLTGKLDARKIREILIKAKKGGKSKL
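Purified P. pyralis luciferase (10nM final) with 10uM D-luciferin and 10uM ATP (Km levels) in 50mM Tris acetate pH 7.5, 10mM Mg acetate, 0.01% Tween-20, 0.05% BSA; qHTS 6-point titration, ~60 µM downward; luminescence read.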
MBNL1 CUG block = qHTS Assay for Inhibitors of MBNL1-poly(CUG) RNA binding. Potency, µM (series often up to 57.5 µM), without a hit: at the top dose activity change, negative = inhibition, usual class: inhibitors. TR-FRET MBNL1-His/biotin-(CUG)12 binding, 665/545 ratio. Muscleblind-like protein 1 (Homo sapiens), Q9NR56. AID 2675, 2010. hit rate 0.036% among 280,000; active means well fitted inhibition curve with a large enough effect in the signal ratio, with a control signal flat, not every such curve was filed as active; inconclusive means small, poorly fitted or top-dose-only effect, or effect the other way, or a change in a side signal; inactive means no such curve, though single readings can be large or run the other way; the % refers to the signal ratio; further: potency means the concentration at half of the fitted maximal effect; on the % scale 0 is the no-effect control and ±100 the full control effect
Target sequence (Q9NR56 whole entry, looked up): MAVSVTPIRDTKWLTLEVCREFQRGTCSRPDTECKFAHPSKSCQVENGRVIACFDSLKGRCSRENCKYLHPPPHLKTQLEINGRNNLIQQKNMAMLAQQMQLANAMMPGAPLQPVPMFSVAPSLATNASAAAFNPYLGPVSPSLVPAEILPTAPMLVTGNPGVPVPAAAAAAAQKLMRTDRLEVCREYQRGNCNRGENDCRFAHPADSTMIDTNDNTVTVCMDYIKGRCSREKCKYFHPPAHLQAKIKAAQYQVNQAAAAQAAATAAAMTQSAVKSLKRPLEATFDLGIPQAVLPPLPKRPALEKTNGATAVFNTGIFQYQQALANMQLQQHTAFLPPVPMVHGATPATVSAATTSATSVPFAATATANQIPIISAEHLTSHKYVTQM
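MBNL1-His + Biotin-(CUG)12, cpd titration 92 nM–58 uM; Tb anti-His Ab 0.055 ng/ul, SA-XL665 5 nM (final); 60 min RT; ratiometric 665/545 nm, Ex 340 nm; normalized to buffer and full-complex controls.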
Gal4-VP16 FLuc = VP16 counterscreen qHTS for inhibitors of ROR gamma transcriptional activity | Drosophila S2 Gal4-VP16 UAS-luciferase, luminescence, 20 h | Potency, µM (series often up to 53.6 µM), inactives show at the highest dose activity, negative = inhibition, most hits filed as inhibitors | hit rate 3.5% among 310,000;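 further: Gal4-VP16 expression switched on by copper sulfate through the metallothionein promoter; potency means the concentration at half of the fitted maximal effect; on the % scale 0 is the no-effect control and ±100 the full control effect; nearly all actives have a fitted effect of over 50% in size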
* marks the source's active call; other numbers are inactive results; ? = inconclusive; . = no result given; & = joins results of further samples; [ ] = another dose, or the depositor's remark. Unless noted, the call rests on the fitted dose curve; in most records, active means well fitted curve in the direction sought with a large enough effect; inconclusive means small, poorly fitted or top-dose-only effect, or another doubt; inactive means no such curve, though single readings can be large; an effect the other way counts as inactive or inconclusive.

SMILES | Menin MLL FP TR | PKM2 activator | NPC1 prom act | Rab9 promoter act | ELG1 DNA repair | RORgamma inh | KCNH2 3.1 inh | Mito fusion act | FLuc modulator | MBNL1 CUG block | Gal4-VP16 FLuc
CC1=NN2C(=N)/C(=C\c3ccc(SCc4ccccc4)o3)C(=O)N=C2S1 | ? | 4% | -4% | 2% | 0% | 1% | -7 | 0% | -6% | 2% | 9%
NC(=O)c1ccsc1NC(=O)COC(=O)CCCOc1ccccc1 | . | . | -5% | 0% | 0% | . | 17 | 20% | -15% | . | .
COc1ccc(OC)c(-c2cc(C3CCN(c4cc(Cl)nc(N)n4)CC3)[nH]n2)c1 | . | 1% | -2% | -13% | ? | 28% | -19 | 2% | 5% | -5% | -5%
c1ccc(Cc2nnc3sc(-c4cccs4)nn23)cc1 | 29% | -23% | 12% | 3% | -8% | 37% | 4 | 11% | -9% | ? | 11%
COC(=O)c1cccnc1-n1c(=O)c2cccnc2n(Cc2cccc(C(F)(F)F)c2)c1=O | 4% | 4% | -7% | -3% | -16% | 16% | 16 | 4% | 0% | 9% | -12%
CCOc1ccccc1C1C2C(=O)N(c3ccccc3)C(=O)C2ON1c1ccccc1 (stereo not given) | -22% | -1% | 4% | 5% | 10% | -9% | . | -2% | 0% | -1% | -11%
COC(=O)c1ccc2c(=O)n(CC3CCCO3)c(SCC(=O)Nc3ccc(OC)cc3OC)nc2c1 (stereo not given) | . | -13% | -4% | -3% | ? | 4% | -28 | -19% | -4% | -9% | 0%
CCOC(=O)c1cn(CC(=O)Nc2cccc(Cl)c2C)nn1 | . | -4% | -3% | 1% | 0% | 6% | 19 | 0% | 0%&1% | -5% | 2%
COc1cccc(/C=N/n2cnc3cc(C)c(C)cc32)c1OC | . | 4% | ? | 20% | ? | ? | 3 | -3% | 12µM* | -8% | -26%
Cc1noc(C)c1S(=O)(=O)N(CC(=O)NC(C)c1ccccc1)c1ccc(C(C)C)cc1 (stereo not given) | . | . | -5% | -1% | 10% | ? | -16 | 4% | 2% | 0% | -12%
Cc1ccc(S(=O)(=O)N2CCN(C(=O)c3cc(S(=O)(=O)N(C)C)ccc3N3CCCC3)CC2)c(C)c1 | . | . | 4% | -10% | ? | . | -7 | -2% | -3% | . | .
O=C(C1=C[C@@H](c2ccc(C(F)(F)F)cc2)C[C@@H](OCc2ccc(CO)cc2)O1)N1CCOCC1 | -6% | 7% | -1% | -3% | 6% | 17% | 4 | -2% | -1% | 3% | -2%
O=C(NCc1ccc(F)cc1)C1CC(=O)N(C2CCCCCCC2)C1 (stereo not given) | -1% | . | -6% | -3% | 0% | 8% | 3 | 8% | -2% | 4% | -3%
CC1CCCCN1C(=O)c1ccc(CS(=O)(=O)Cc2ccccc2)cc1 (stereo not given) | -15% | 0% | -6% | -1% | -12% | 16% | 8 | 3% | 3% | 2% | -4%
CC(=O)c1ccc(NC(=O)C(C)OC(=O)c2ccc(NS(=O)(=O)c3ccc(F)c(F)c3)cc2)cc1 (stereo not given) | ? | 5% | -3% | -1% | 6% | ? | 6 | 2% | -10% | ? | 7%
O=C(Cc1coc2ccc3ccccc3c12)NCc1cccs1 | -11% | -2% | 6% | 11% | -13% | ? | -3 | 9% | ? | 11% | 8%
O=C(O)/C=C/c1ccccc1Oc1ccc(Cl)cc1Cl | 14% | -3% | 0% | -3% | 6% | -1% | 9 | -2% | 15µM* | 0% | -8%
Cc1csc(NC(=O)C2CCCC2)n1 | -4% | -4% | 18% | 23% | ? | 2% | 19 | 2% | -25% | 0% | 14%
CC12CCC(C(=O)Nc3cc(Cl)ccc3Cl)(C/C1=N\O)C2(C)C (stereo not given) | -29% | 2% | 2% | 0% | 12% | -18% | -3 | 5% | 1% | -5% | -4%
CC(Oc1ccccc1)C(=O)OCC(=O)Nc1sccc1C(N)=O (stereo not given) | . | . | -4% | 2% | -2% | . | 1 | 4% | -1% | . | .
CCCCNCc1cc(Br)c(OCC(=O)N2CCOCC2)c(OC)c1 | 19% | -1% | 2% | -13% | 6% | -13% | -5 | -3% | 2% | -9% | 2%
Fc1ccc(/C=C2\CCCC3=C2NC(=S)NC3c2ccc(F)cc2)cc1 (stereo not given) | 5% | 10% | 1% | -5% | 9% | 8.9µM* | . | 16% | 3% | 7% | ?
Cc1ccc2nc(Nc3nc(CSc4nc5ccccc5s4)cc(=O)[nH]3)nc(C)c2c1 | 5% | -14% | -8% | -14% | ? | -2%[10 µM] | -15 | 2% | 2% | . | -2%
Nc1ccccc1Nc1cc(-c2ccccc2)[nH]n1 | -1% | -3% | -28% | -16% | ? | 12% | -22 | -3% | 11µM* | 2% | 1%
C=CCN(c1ccc(C(=O)Nc2cccc(C)c2)cc1)S(C)(=O)=O | 9% | -3% | 1% | -2% | ? | 14% | 1 | -9% | -18% | 1% | -4%
N=c1n(CCO)c2ccccc2n1Cc1ccc(Cl)cc1 | -12% | 2% | -1% | -5% | ? | -14% | -29 | -6% | 3% | -5% | 0%
CC(OC(=O)CN1C(=O)c2ccccc2C1=O)C(=O)NC1CCCCC1C (stereo not given) | . | . | -5% | -1% | ? | . | -1 | 3% | 1% | . | .
CCN1CCN(Cc2c(O)ccc3c(C)cc(=O)oc23)CC1 | 7% | . | 2% | 2% | 11% | -32% | -1 | 4% | -3% | 8% | 0%
CCc1ccc(S(=O)(=O)NC2CC(C)(C)NC(C)(C)C2)cc1 | 0% | -1% | 14% | 2% | -5% | 2µM* | -1 | -2% | 0% | 2% | -4%
CC1CCCN(S(=O)(=O)c2cc3c4c(c2)CCN4C(=O)CC3)C1 (stereo not given) | . | . | 1% | 0% | 0% | . | -3 | 0% | 1% | . | .
Cc1c(-n2c(SCC(=O)N(C)C3CCS(=O)(=O)C3)nc3ccccc3c2=O)c(=O)n(-c2ccccc2)n1C (stereo not given) | -14% | 1% | -13% | 5% | ? | ? | 18 | 4% | 0% | . | -2%
CCNc1nc(NCC)nc(N/N=C/c2ccccc2)n1 | 6% | . | -1% | -4% | -5% | 14µM* | 17 | -16% | ? | 9% | -10%
Cc1cc(Oc2nc3c(C)cccn3c(=O)c2/C=C(\C#N)S(=O)(=O)c2ccccc2)ccc1Cl | 4% | 6% | -5% | 0% | ? | -22% | -12 | 22% | 2% | ? | -2%
O=C(O)/C=C\C(=O)Nc1ccccc1C(=O)NCc1ccccc1 | 10% | -2% | -5% | -1% | -3% | 5% | -23 | 0% | 14% | 4% | -1%

Looked up by compound from the entries so far, 2 records:
SMILES | Menin MLL FP TR | PKM2 activator | NPC1 prom act | Rab9 promoter act | ELG1 DNA repair | RORgamma inh | KCNH2 3.1 inh | Mito fusion act | FLuc modulator | MBNL1 CUG block | Gal4-VP16 FLuc
O=C(O)/C=C\C(=O)Nc1ccccc1C(=O)NCc1ccccc1 | 10% | -2% | -5% | -1% | -3% | 5% | -23 | 0% | 14% | 4% | -1%
CCNc1nc(NCC)nc(N/N=C/c2ccccc2)n1 | 6% | . | -1% | -4% | -5% | 14µM* | 17 | -16% | ? | 9% | -10%

Some of the compounds tested (hit frequency here may not be typical).
